Assay outcomes deposited in PubChem by several laboratories.
Lipid droplet: modulators of hepatic lipid droplet formation; AML12 mouse hepatocytes, oleate lipid droplets, BODIPY imaging; inhibition, % at 6.5 µM; 0.4% of 240,000 active; AID 1656;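 active = lipid droplet intensity inhibited by at least 50%, with more than 500 cells counted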
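Test system: AML12 mouse liver cells; schedule: overnight exposure; technique: high-content imaging of BODIPY-stained droplets and DAPI nuclei; read-out: % inhibition of corrected integrated BODIPY droplet signal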
T cell HTS: modulates CD8 T cell binding to vesicles; 2C CD8+ T cell-vesicle binding, flow cytometry; active compounds read low; calls only at 7 µM; 0.068% of 330,000 active; AID 2052;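 active = response, share of CD8 T cells binding vesicles, and their 90th percentile fluorescence all below set limits, cut at about 80% in these data, passing the limit was not always enough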
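Material: 2C TCR transgenic mouse naive CD8+ T cells, MACS-purified. Also added: QL9-charged Drosophila Ld/ICAM-1/B7-1 vesicles. Timing: binding 1.5 h at 37 °C. Measured by: high-throughput flow cytometry with anti-B7-1 and anti-CD8 staining. Read-out: percent CD8+ FL2 mean versus row control. Controls: Unloaded micro-vesicles (low), QL9 vesicles with 0.7% DMSO (high).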
Insulin prom up: MIN6 insulin promoter up-regulation; 0.3% of 190,000 active; z-score at 5 µM; MIN6 insulin promoter-GFP reporter, high-content imaging; active compounds read high;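 active = z-score above 3 at 5 µM with at least 500 cells counted in the well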
Salmonella PhoP GFP: inhibitors of PhoP regulon expression, primary screen, Salmonella Typhimurium, GFP reporter (AID 1863) | 0.16% of 300,000 active | inhibition, % at 50 µM, or IC50 in µM where a hit was titrated | S. Typhimurium PhoP-regulated promoter GFP reporter, 4 h; higher % means a stronger effect;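 active = inhibition over 29.93%, a cutoff 3 SD above the screen mean, later confirmed by dose response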;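 also: 0% = low Mg2+ inducing control and 100% = high Mg2+ repressing control; strong numbers were not always called active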
CSM14.1 death rescue: rescue of cells from ER stress-induced death, primary screen, 384-well, CSM14.1, thapsigargin, ATP luminescence (AID 1222); CSM14.1 thapsigargin-induced death rescue, ATP luminescence; higher % means a stronger effect; cellular ATP content (survival), % at 20 µM; hits with a dose series show EC50 in µM; 190,000 tested, under 10 active;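 active = EC50 below 50 µM in the dose-response confirmation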;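 also: death triggered by thapsigargin at about 15 µM added after 2 h compound pretreatment; cell ATP read after overnight thapsigargin exposure of roughly 18 to 22 hours; normalized against plate controls of thapsigargin alone and 5% DMSO vehicle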
Autophagy mod: autophagy modulation, high-content screen; MEF GFP-LC3 puncta imaging; test concentration mostly 10 µM; calls only at 10 µM (by protocol); 0.98% of 190,000 active;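 active = percentage of spot-positive cells more than 3 SD above its plate mean, without a fluorescence outlier flag or 80% toxicity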;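 also: spot-positive cell cutoff set from DMSO-treated cells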
MT stabilizer: stabilizes microtubules in HeLa cells; % tubulin-high responders, % at 10 µM; 0.83% of 200,000 active; HeLa tubulin immunostaining HCS, 24 h; share of cells brighter than vehicle mean+2SD; AID 2205;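 active = plate Z-score above 3 for both tubulin-high and condensed-nucleus cell shares, with cell loss under 80%, at 10 µM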;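 also: anti alpha tubulin signal scored within the nucleus-defined area of each cell; some results filed as inactive read as strong as hits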
b-catenin transl: alters nuclear translocation of beta-catenin in HeLa cells; immunofluorescence imaging; nuclear translocation activity, % at 5 µM; 0.3% of 190,000 active;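 active = nuclear translocation activity above 50% at 5 µM, with a well cell count of 50 or more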;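 also: per-cell ratio of nuclear to cytoplasmic median beta-catenin stain intensity; plate controls were DMSO negative control for no effect and GSK-3 inhibitor IX positive control for full effect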
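System: HeLa cells, endogenous beta-catenin; compound dosing: 5 µM primary single dose, 0.1% DMSO, 0.02–20 µM confirmation series; incubation: 24 h compound exposure at 37°C, 5% CO2; signal: beta-catenin immunofluorescence imaging with DAPI; evaluation: % activation, nuclear-to-cytoplasmic median beta-catenin signal ratio per cell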
Dynein cargo inh: blocks dynein driven cargo transport along microtubules; 3617.4 mouse cells, GR-EGFP nuclear translocation imaging; test concentration mostly 20 µM; stimulated with dexamethasone, 1 µM; active compounds read low; 0.47% of 220,000 active; z-score, hits read low;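 active = plate z-score of nuclear minus cytoplasmic receptor signal below a set negative limit, without overly bright fluorescence or cell loss, cut at about -3.5 in these data, passing the limit was not always enough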;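 also: z-score of nuclear minus cytoplasmic ring GR-EGFP intensity difference per well; some compounds called inactive have numbers as strong as hits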
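Buffer or medium: Induction medium lacking tetracycline, stripped serum | Also added: Dexamethasone agonist, 1.0 µM final, for 30 min | Timing: 48 h induction, 1 h compound, 30 min dex at 37 °C | Detection: Formaldehyde fixation, Hoechst nuclear stain, 10x automated fluorescence imaging | Measure: Nuclear versus cytoplasmic GR-EGFP signal, averaged per well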
Dynein cargo inh cytoplasmic EGFP: second read-out of Dynein cargo inh, no call of its own (marks repeat the call); z-score; measured here: cytoplasmic GR-EGFP intensity; active compounds read high
Dynein cargo inh nuclear GR-EGFP: second read-out of Dynein cargo inh, no call of its own (marks repeat the call); z-score; measured here: nuclear GR-EGFP intensity;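 lower value marks the stronger effect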
Dynein cargo inh cell count: further read-out of Dynein cargo inh, marked with its call; z-score; measured here: cell count per field
Insulin prom up cell count: also measured in Insulin prom up; calls as there; cell count; measured here: cytotoxicity, nuclei count;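 total cells summed across four imaged fields per well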
Lipid droplet cells 6.5 µM: second read-out of Lipid droplet, no call of its own (marks repeat the call); cell count; measured here: cell count, cytotoxicity flag;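 cells counted across two imaged fields per well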
b-catenin transl cell count 5 µM: further read-out of b-catenin transl, marked with its call; cell count; measured here: cell count, cytotoxicity flag
T cell HTS vesicle-bound %: recorded beside T cell HTS, whose call it bears; double positive events, %; measured here: CD8+ vesicle-bound cell fraction;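 binding gate set so that unloaded-vesicle control wells show 10% double positive cells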
MT stabilizer Hoechst-high %: further read-out of MT stabilizer, marked with its call; % Hoechst-high responders; measured here: nuclear condensation Hoechst responders;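 share of cells brighter than vehicle mean plus two SD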
MT stabilizer cytotoxicity %: also measured in MT stabilizer; calls as there; toxicity, %; measured here: cytotoxicity by cell density;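 0% = mean cell density of plate MIN control wells and 100% = no cells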
Autophagy mod cell loss 18 h: recorded beside Autophagy mod, whose call it bears; toxicity, %; measured here: cell loss, nuclei count;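 cell loss after 18 h compound exposure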
An asterisk follows results filed as active; i = inactive; . = not tested or not shown; + = active, no number.

mol,Lipid droplet,Lipid droplet cells 6.5 µM,T cell HTS,T cell HTS vesicle-bound %,Insulin prom up,Insulin prom up cell count,Salmonella PhoP GFP,CSM14.1 death rescue,Autophagy mod,Autophagy mod cell loss 18 h,MT stabilizer,MT stabilizer Hoechst-high %,MT stabilizer cytotoxicity %,b-catenin transl,b-catenin transl cell count 5 µM,Dynein cargo inh,Dynein cargo inh cytoplasmic EGFP,Dynein cargo inh nuclear GR-EGFP,Dynein cargo inh cell count
CCCCCC1CCC(C(=O)NNC(=S)NCC)CC1 (stereo unspecified),.,.,i,29,0.19,1623,9%,-1.4%,i,6,4.1,2.0,12,3.2,1412,0.41,-0.21,0.95,0.13
Cc1cccc(CCNC(=O)CCc2nnc(CCc3ccccc3)o2)n1,-7,621,i,42,.,.,-2%,-0.6%,i,-9,2.4,2.0,2.7,1.0,933,2.1,0.00035,0.88,-1.9
CCCC(=O)N(C1CC(C)C(C#N)(C#N)C1(C#N)C#N)N(C)C (stereo unspecified),-1,656,i,16,-0.09,990,0%,.,.,.,.,.,.,-1.1,1457,-5.3*,2.1*,-2.3*,0.81*
O=C(NCc1cccs1)c1ccc(S(=O)(=O)N2CCCCC2)cc1,10,573,i,55,1,1165,-1%,-2.4%,i,4,2.6,3.3,7.5,-1.8,1101,-0.062,-0.23,-0.01,0.08
COCCn1c(SCc2ccccc2Cl)nc2c1c(=O)[nH]c(=O)n2C,.,.,i,38,-1.4,1286,2%,-1.4%,i,-9,1.9,2.4,5.7,-2.9,914,0.42,-0.15,0.69,-1.3
Cc1ccc(Oc2ncccc2NC(=O)CCCC(=O)O)c2c1CCC2,7,655,i,21,-1.4,1119,1%,.,.,.,.,.,.,-1.1,1277,-0.17,-0.15,0.3,0.32
CC1(C)CC(=O)c2cnc(NC(=O)CSC(=S)N3CCCCC3)nc2C1,-24,681,i,4,1.6,1067,-15%,.,.,.,.,.,.,-0.9,1357,-0.29,-0.19,0.31,0.26
c1ccc2c(-n3cnnn3)cccc2c1,.,.,i,24,-0.36,923,13%,-0.4%,i,10,2.1,1.8,8.6,0.2,1182,0.28,-0.17,-0.12,0.39
CCOc1ccc(N2C(=O)CC(N3CC(C)OC(C)C3)C2=O)cc1 (stereo unspecified),-1,661,i,38,0.66,1459,-10%,-0.9%,i,-1,3.8,1.8,3.8,-0.9,1009,-0.44,-0.23,0.15,0.62
Cc1cccc2cc3c(nc12)SC(=NCC1CCCO1)N(Cc1ccco1)C3 (stereo unspecified),.,.,i,46,-1.1,1168,4%,-2.0%,i,-2,32*,22*,24*,2.9,1373,-1.1,-0.17,-0.39,0.4
Cc1cc(-c2cc(N)n(-c3ccccc3)n2)c(C)n1C1CCCC1,.,.,i,5,-1.4,921,6%,1.2%,+,7.8*,4.3,1.9,5.4,-5.1,954,3.3,-0.23,2.5,-1.6
C=CCSc1nnc(NC(=O)c2nc(SCC)ncc2Cl)s1,5,767,i,8,.,.,6%,0.4%,i,-11,1.6,1.9,6.5,-6.1,1242,-0.43,-0.22,-0.077,0.52
O=C1CCCC(O)=C1C=Nc1cccc(C(F)(F)F)c1,-15,670,i,51,0.23,1325,12%,2.1%,i,-12,1.6,1.5,11,-3.4,1101,-1.7,0.17,-0.94,1
O=C(c1ccccc1F)N1CCN(Cc2ccccc2F)CC1,-3,769,i,56,0.15,960,2%,-3.5%,i,-3,2.3,1.8,5.7,4.6,1048,0.88,0.82,0.66,-0.75
Cc1ccc(S(=O)(=O)N2CCC(C(N)=O)CC2)c(C)c1C,1,704,i,24,1.3,1041,11%,3.8%,i,-4,1.5,1.2,6.4,1.2,1107,-1.1,-0.027,-0.42,0.54
NNC(=O)COc1ccc(F)cc1,16,707,i,46,0.44,1421,0%,-1.3%,i,11,6.8,2.5,6.0,0.0,1085,-0.33,-0.2,-0.12,0.056
Cc1ccc(N(CC(=O)N/N=C/c2cccnc2)S(=O)(=O)c2ccccc2)cc1,-20,642,i,50,0.96,1320,-2%,-12%,i,2,2.6,1.2,11,0.3,1147,0.15,-0.17,0.41,0.04
COc1ccc(CCNCC(=O)N2C(C)CCCC2C)cc1OC (stereo unspecified),5,725,i,54,0.18,1340,-2%,.,i,10,2.1,0.5,0.6,-1.6,1040,1.4,-0.28,0.78,0.01
CCOC(=O)c1[nH]c(C)c(C(=O)NC2CCCCC2)c1C,.,.,i,55,0.77,990,-1%,-1.0%,i,9,5.9,2.3,5.6,.,.,4.7,0.023,3.1,-1.4
COc1ccccc1N1C[C@@H]2C[C@@H](c3ccco3)N3CCC[C@@]23C1=O,-2,690,i,19,-0.17,1405,3%,0.7%,i,6,2.1,1.5,6.8,-2.1,990,-0.43,-0.23,-0.12,-0.12
O=C(C(c1ccccc1)c1ccccc1)N1CCN(c2ccccn2)CC1,-4,711,i,11,0.17,1224,-11%,-13%,i,-26,2.3,1.5,9.7,0.7,1208,-0.25,-0.27,-0.00069,0.31
CC(C(=O)Nc1ccc2c(c1)OCCO2)c1ccc([N+](=O)[O-])cc1 (stereo unspecified),3,532,i,62,-0.36,1399,10%,-1.0%,i,11,2.3,1.4,6.9,0.6,1140,-0.81,-0.23,-0.21,0.95
COc1ccc(-c2cnnc(N/N=C/c3ccc(O)c(O)c3)n2)cc1,-52,647,i,45,-0.5,1217,-1%,-0.9%,i,14,13,10,50,26,771,-1.1,-0.16,-0.34,-0.01
Cc1cc(C)nc(S/C=C/C(=O)c2ccc(F)cc2)n1,6,674,i,21,.,.,-7%,.,.,.,.,.,.,1.1,1272,-0.92,-0.15,-0.59,1
C=CCNc1nc(-c2sc(NC(=O)CC)nc2C)cs1,-34,753,i,25,-1.5,787,22%,0.3%,i,2,4.8,0.0,68,-1.8,1271,-0.41,-0.27,0.13,-0.23
CC(=O)NC1C(=O)Nc2c1cccc2C(F)(F)F (stereo unspecified),18,759,i,18,.,.,3%,-1.9%,i,-3,3.8,0.8,0.1,.,.,-0.22,-0.23,-0.48,0.49
C/C(=N\NC(=O)c1ccc(CN2CCOCC2)cc1)c1ccc(NC(=O)c2ccccc2)cc1,9,648,i,44,-0.54,1255,-2%,-0.7%,i,3,2.2,1.4,2.4,0.0,1091,0.23,-0.31,0.28,0.01
CCn1c(COc2ccccc2C)nnc1SCC(=O)N1CCCCC1,.,.,i,50,-0.32,1366,-6%,-1.9%,i,13,4.7,4.5,8.0,0.5,1328,-0.8,-0.29,-0.32,0.34
CC1(C)N([O-])C2=C(c3ccccc3C2=O)[N+](=O)C1(C)C,9,744,i,37,-0.09,1061,-6%,0.3%,i,1,0.9,1.4,8.4,.,.,-0.011,-0.075,0.36,-0.17
O=c1[nH]nc(SCc2nnc(-c3ccc([N+](=O)[O-])cc3)o2)n1C1CCCCC1,-34,660,i,40,.,.,-3%,.,.,.,.,.,.,-2.8,1155,-0.23,-0.06,-0.15,0.82
Cn1cc(CN2CCC(C(=O)N3CCCC3)CC2)c(-c2ccccc2F)n1,-8,766,i,33,-0.21,1354,-1%,-1.1%,i,-1,1.5,1.4,6.3,-1.2,1024,-1.1,-0.23,-0.6,1.1
CCOc1ccc(C(C)=O)cc1N1C(=O)C2C3C=CC(C3=C(C)C)C2C1=O (stereo unspecified),.,.,i,30,-0.11,1595,4%,-1.7%,i,7,4.7,3.0,8.7,-1.4,1389,-0.52,-0.32,-0.15,0.025
Cc1ccccc1C(=O)c1c[nH]c(C(=O)NCC2CCCO2)c1 (stereo unspecified),.,.,i,32,-0.13,1623,5%,-0.6%,i,-6,2.5,1.2,1.6,0.1,1348,0.91,-0.2,0.28,-0.39
Cc1ccc(-n2c(C)nn(CCOc3ccccc3)c2=O)cc1,0,666,i,48,-0.64,1400,-1%,-1.2%,i,8,1.0,1.5,4.1,-3.7,1121,0.35,-0.26,0.89,-0.7
COc1ccc(C2/C=C\CN(Cc3ccco3)CC(=O)N2Cc2ccc(F)cc2)cc1 (stereo unspecified),26,692,.,.,.,.,4%,.,.,.,.,.,.,-0.3,1158,-0.45,-0.75,-0.26,-0.26
N/C(=N\OC(=O)CSc1ccccc1)c1ccc([N+](=O)[O-])cc1,-5,581,i,62,0.08,1239,4%,-0.1%,i,8,2.2,2.5,2.3,0.4,1097,0.54,0.69,1.3,-2.8
